NADH coupling – inhibition of NAD/NADH coupling enzymes, library profiling | IC50, µM (titrated, usually from 10 µM), for the others: at the top dose inhibition | 65,000 compounds, 0.02% hits | coupled PK/LDH NADH assays, four targets | AID 774;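 active means single-dose screening hits from any of four coupled enzyme assays that gave an IC50 when retested across doses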;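 further: the DPM-DC format reads NADH fluorescence rather than 340 nm absorbance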
TNAP act DEA – activates human TNAP at intermediate phosphate acceptor concentration; AID 813; activation factor at 20 µM; P05186; purified TNAP, CDP-star luminescence, 100 mM DEA, 30 min; hits give high values; scale: 0 levamisole-inhibited, 1 vehicle-only enzyme; 64,000 tested, under 10 active;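 active means activation factor of at least 2 at 20 µM, relative to controls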
Autofluor 339 – intrinsic fluorescence of library compounds, ex339/em460 – biochemical, MLSMR library, data from DPM-DC assay, artefact control, profiling panel; compound autofluorescence, ex339/em460 nm, NADH buffer; hits give high values; 1 = no-compound wells, NADH background; fluorescence fold increase at 10 µM; 65,000 compounds, 5.5% hits; AID 709;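 active means at 10 µM, mean starting fluorescence two-fold or more over control wells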;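 further: signal is the first read of a kinetic run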
A340 absorber – compound absorbs light at 340 nm; compound absorbance at 340 nm, fold over control; 65,000 tested, under 10 active; fold change at 10 µM;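 active means at 10 µM dose, initial 340 nm absorbance at least 2 fold that of control wells; inactive means change under 2 fold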;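 further: initial absorbance extrapolated from kinetic A340 decline of NADH oxidation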
* hit, by the source's call; . = not tested or not shown; [ ] = another dose, or the depositor's remark.

SMILES	NADH coupling	TNAP act DEA	Autofluor 339	A340 absorber
COc1ccccc1NC(C)=O	.	0.9	.	.
CN1C=CC=C/C1=C1\SC(=S)N(C2CCCCC2)C1=O	.	0.6	.	.
NCC[C@H](O)C(=O)N[C@@H]1C[C@H](N)[C@@H](O[C@H]2O[C@H](CN)[C@@H](O)[C@H](O)[C@H]2O)[C@H](O)[C@H]1O[C@H]1O[C@H](CO)[C@@H](O)[C@H](N)[C@H]1O	1%	.	1.1	1
Cc1nc2ccc3nc(NC(=O)c4ccco4)sc3c2s1	12%	.	1.3	1.2
Nc1cccc(C(=O)Nc2ccc3nc(-c4cccnc4)[nH]c3c2)c1	6%	.	1.1	1.1
O=C(O)c1cnccn1	1%	.	1.1	1
c1ccc(-c2ccccn2)nc1	0%	.	1.1	1
CCOC(=O)NC(NC(=O)OCC)C(=O)c1ccc(F)cc1	7%	.	1.1	1
Cc1cc(=O)n(CCc2ccccc2)c(O)c1C#N	2%	.	1.2	1.1
CN(C)c1oc(-c2ccccc2)nc1C#N	14%[fluoresces]	.	2.1*	1.1
O.O.O.O=S(=O)([O-])OC[C@H]1O[C@@H](O[C@]2(COS(=O)(=O)[O-])O[C@H](OS(=O)(=O)[O-])[C@@H](OS(=O)(=O)[O-])[C@@H]2OS(=O)(=O)[O-])[C@H](OS(=O)(=O)[O-])[C@@H](OS(=O)(=O)[O-])[C@@H]1OS(=O)(=O)[O-].[Al]	1%	.	1.1	1
O=C1C=C(NCCN2CCOCC2)CC(c2ccccc2)C1 (stereo unspecified)	7%	.	1.1	1

Looked up above:
O=C1C=C(NCCN2CCOCC2)CC(c2ccccc2)C1 (stereo unspecified) – Autofluor 339: 1.1
COc1ccccc1NC(C)=O – TNAP act DEA: 0.9
CN(C)c1oc(-c2ccccc2)nc1C#N – NADH coupling: 14%[fluoresces]

Part of the list above, with values under each structure:
The line under a structure holds: NADH coupling	TNAP act DEA	Autofluor 339	A340 absorber
O=C(O)c1cnccn1
 : 1%	.	1.1	1
c1ccc(-c2ccccn2)nc1
 : 0%	.	1.1	1
CCOC(=O)NC(NC(=O)OCC)C(=O)c1ccc(F)cc1
 : 7%	.	1.1	1
Cc1cc(=O)n(CCc2ccccc2)c(O)c1C#N
 : 2%	.	1.2	1.1

Autofluor 339: what is marked active above.
SMILES	NADH coupling	TNAP act DEA	Autofluor 339	A340 absorber
CN(C)c1oc(-c2ccccc2)nc1C#N	14%[fluoresces]	.	2.1*	1.1

High-throughput results (PubChem)

A portion of the library (hit frequency here may not be typical).
